# TNF necrop inh: inhibitors of TNF-alpha triggered necroptosis, primary screen, cell-based, Jurkat FADD-/-, single concentration; Jurkat FADD-/- TNF necroptosis rescue, ATP luminescence, 24 h; 0 = TNF only, 100 = no-TNF cells; activation (protection from cell death), % at 10 µM; 220,000 tested, 0.068% active;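 active means activation, meaning protection from cell death, of at least 50% relative to plate controls; inactive means activation below 50%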;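 further: necroptosis triggered by 40 ng/mL TNF-alpha added together with compound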
# PERK inhibitor: block of dimerizer-induced PERK translation repression, primary screen, PERK inhibitor project, CHO PERK-DD cells, SEAP luminescence, HTS; Eukaryotic translation initiation factor 2-alpha kinase 3 (Homo sapiens), Q9NZJ5; CHO PERK-DD fusion, SEAP luminescence translation reporter; 220,000 tested, 0.17% active; AID 1416, 2008; inhibition, % at 5.6 µM;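 active means inhibition above the mean inhibition of all tested compounds plus 3 SD, set separately per screening campaign, cut at about 2.9% in these data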;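 further: PERK kinase domain activated by AP20187 dimerizer at 100 nM; 0% = DMSO with dimerizer and 100% = rapamycin at 8.4 µM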
# m-calpain inh: inhibitors of pig calpain II, primary screen, biochemical, fluorogenic peptide substrate, 1536-well; purified calpain II, 30 min; inhibition, % at 16 µM; 220,000 tested, 0.37% active; AID 1236, 2008;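 active means inhibition above about 50%, limit read from the data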
# eIF4E-4G inh: eIF4E–eIF4G protein interaction inhibitors, primary screen, biochemical, uHTS, TR-FRET, eIF4GI fragment | inhibition, % at 21.7 µM | Eukaryotic translation initiation factor 4E (Mus musculus) + Eukaryotic translation … | 220,000 tested, 0.37% active | TR-FRET eIF4E-eIF4GI(517-606) binding, 2 h;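 active means inhibition above about 30%, limit read from the data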;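 further: 0% = full FRET control wells and 100% = background wells lacking eIF4GI fragment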
# Target sequence (P63073 whole entry, looked up, the tested form may be a part): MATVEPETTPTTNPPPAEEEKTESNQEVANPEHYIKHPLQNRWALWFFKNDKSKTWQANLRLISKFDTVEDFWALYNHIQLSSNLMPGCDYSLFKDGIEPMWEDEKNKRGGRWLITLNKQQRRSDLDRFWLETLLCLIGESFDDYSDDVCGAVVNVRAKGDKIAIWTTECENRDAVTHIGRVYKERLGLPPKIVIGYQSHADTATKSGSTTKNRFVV
# Target sequence (Q04637 whole entry, looked up, the tested form may be a part): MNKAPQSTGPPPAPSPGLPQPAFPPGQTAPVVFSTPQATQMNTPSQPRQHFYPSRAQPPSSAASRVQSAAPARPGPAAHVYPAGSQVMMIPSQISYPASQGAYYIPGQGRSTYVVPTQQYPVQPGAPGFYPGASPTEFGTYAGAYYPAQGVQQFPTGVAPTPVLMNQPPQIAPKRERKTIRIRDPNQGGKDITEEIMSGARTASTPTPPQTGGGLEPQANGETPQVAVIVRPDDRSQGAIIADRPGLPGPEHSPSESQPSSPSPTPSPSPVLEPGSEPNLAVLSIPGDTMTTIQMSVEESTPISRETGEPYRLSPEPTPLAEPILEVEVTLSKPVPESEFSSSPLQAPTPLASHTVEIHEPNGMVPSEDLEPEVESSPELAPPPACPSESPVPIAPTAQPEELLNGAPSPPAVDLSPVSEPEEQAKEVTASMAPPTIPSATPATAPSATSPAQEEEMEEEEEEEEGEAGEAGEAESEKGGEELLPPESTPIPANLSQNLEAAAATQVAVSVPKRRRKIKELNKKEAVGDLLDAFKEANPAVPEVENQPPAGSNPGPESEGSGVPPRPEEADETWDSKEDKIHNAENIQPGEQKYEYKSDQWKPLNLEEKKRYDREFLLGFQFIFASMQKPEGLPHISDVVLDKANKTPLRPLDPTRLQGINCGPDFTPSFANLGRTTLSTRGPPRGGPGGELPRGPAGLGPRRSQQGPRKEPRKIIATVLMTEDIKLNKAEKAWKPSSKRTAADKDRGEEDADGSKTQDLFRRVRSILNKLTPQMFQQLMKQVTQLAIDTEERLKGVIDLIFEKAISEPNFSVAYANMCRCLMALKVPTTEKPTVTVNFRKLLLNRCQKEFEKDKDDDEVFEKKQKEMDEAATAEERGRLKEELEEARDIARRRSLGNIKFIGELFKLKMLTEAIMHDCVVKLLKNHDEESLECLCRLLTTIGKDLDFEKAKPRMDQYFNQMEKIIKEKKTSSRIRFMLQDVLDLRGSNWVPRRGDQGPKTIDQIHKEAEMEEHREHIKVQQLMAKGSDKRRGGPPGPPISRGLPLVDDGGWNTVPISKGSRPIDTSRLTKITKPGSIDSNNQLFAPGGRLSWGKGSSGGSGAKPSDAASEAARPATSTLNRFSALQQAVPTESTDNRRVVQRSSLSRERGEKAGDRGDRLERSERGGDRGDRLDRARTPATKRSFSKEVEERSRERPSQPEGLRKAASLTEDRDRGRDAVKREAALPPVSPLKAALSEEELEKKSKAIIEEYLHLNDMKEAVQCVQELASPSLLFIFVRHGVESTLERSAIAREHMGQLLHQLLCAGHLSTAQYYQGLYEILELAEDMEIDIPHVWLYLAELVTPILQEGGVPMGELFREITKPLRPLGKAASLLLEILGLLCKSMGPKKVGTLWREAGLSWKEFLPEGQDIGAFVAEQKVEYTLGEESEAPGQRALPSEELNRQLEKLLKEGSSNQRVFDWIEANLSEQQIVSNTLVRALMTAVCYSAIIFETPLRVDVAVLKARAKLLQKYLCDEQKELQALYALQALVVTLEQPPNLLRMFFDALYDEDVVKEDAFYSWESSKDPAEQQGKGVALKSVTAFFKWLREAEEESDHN
# Cl transport mod: KCC2 cotransporter modulators, thallium flux, primary screen, cell-based, HEK293 KCC2, FluoZin-2 fluorescence, MLSMR; B-score of Tl+ flux slope (higher = more flux/activation; lower = inhibition) at 10 µM; Solute carrier family 12 member 5 (Homo sapiens), Q9H2X9; 190,000 tested, 2.2% active; KCC2 cells, thallium flux FluoZin-2 fluorescence;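 active means thallium flux slope and its plate-corrected score both differing from the plate sample mean at a set confidence after two filtering rounds, in either direction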;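 further: slope of fluorescence scaled to starting intensity during 10 to 20 s after thallium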
# Mdm2 ligase inh: MDM2-luciferase reporter signal enhancers, primary screen, MDM2 E3 ligase inhibitor project, cell-based, luminescence, 1536-well; cell-based MDM2 ubiquitination luciferase reporter, 2 h; 0 = plate control, 100 = twice control, blank-subtracted; signal enhancement, % at 5 µM; 210,000 tested, 0.11% active; AID 1230, 2008;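 active means signal enhancement of 30% or more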;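 further: luminescence tracks abundance of the self-degrading MDM2-luciferase fusion protein; higher signal means inhibition of MDM2 E3 ligase activity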
#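 Assay system: stable mammalian line carrying autodegrading MDM2–luciferase fusion reporter; Input: 2000 cells in each well; Compound dosing: single-point 5 µM; Schedule: 2 h compound exposure at 37 °C; Signal: SteadyLite luciferase luminescence after 15 min room-temperature reagent incubation; Evaluation: % luminescence enhancement versus blank-corrected plate control mean; Benchmarks: plate controls and plate blanks.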
# Rad51 HR inh: human RAD51 strand exchange inhibitors, primary screen, biochemical, fluorescence; hRad51 DNA strand exchange, fluorescence dequenching; inhibition, % at 10 µM; 200,000 tested, 0.085% active;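 active means inhibition above 40% at the single screening dose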;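 further: 0% = DMSO control wells and 100% = blanks with heterologous ssDNA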
#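 Test system – preformed human Rad51 ssDNA filaments · Reagent – Donor/quencher-labelled 47-bp dsDNA substrate · Incubation – 37 °C 15-min filament assembly, 30-min compound preincubation, 15-min exchange · Signal – FRET fluorescence dequenching, excitation 485 nm, emission 520 nm · Read-out – percent inhibition from fluorescence, normalised to plate control and blank means · Benchmarks – plate control and blank wells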
# EBV gp42 block: Epstein-Barr virus gp42 inhibitors, primary screen, biochemical, uHTS, fluorescence polarization | Glycoprotein 42 (Epstein-Barr virus (strain AG876)), Q1HVG2 | Fluorescence polarization binding assay, mP read-out | inhibition, % (tested at 21.74 µM) | 220,000 tested, 0.42% active | AID 1085, 2008; in the data active means inhibition above about 50%
# zVAD death inh: inhibitors of zVAD-triggered necroptosis, primary screen, L929 cells; AID 1377, 2008; viability rescue, % at 10 µM; L929 zVAD necroptosis rescue, ATP luminescence, 24 h; with zVAD 60 µM; 220,000 tested, 0.38% active;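 active means activation, scaled between plate controls, above about 75%, limit read from the data; inactive means activation under that limit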;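 further: 0% = zVAD with DMSO and 100% = DMSO alone without zVAD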
# Starred values were filed as active, the others as inactive; i = inactive; . = no result given; [ ] = remark or other dose. Not a hit list; overall some 3.6% were active at least once.
no.	canonical_smiles	PERK inhibitor	Mdm2 ligase inh	Cl transport mod	TNF necrop inh	EBV gp42 block	zVAD death inh	Rad51 HR inh	m-calpain inh	eIF4E-4G inh
1	Nc1nc(CC(=O)CSc2ccc(Cl)cc2)nc(Nc2ccc(F)cc2)n1	0.7	2	0.32	2.0	-3	0.4	-7	-4	-4
2	COc1ccc(OCCNS(=O)(=O)c2ccc3oc4ccccc4c3c2)cc1	0.9	-10	-0.57	-2.7	-10	-0.4	-2	13	-10
3	O=C(NCCCN1CCOCC1)C1CC(=O)N(CCc2ccccc2)C1 (configuration not stated)	0.9	-8	0.65	-0.5	-19	0.0	6	34	4
4	CC1(C)CC(=O)c2cnc(NC(=O)CCc3ccccc3)nc2C1	-0.8	-20	0.098	0.4	4	0.1	10	14	1
5	NC1=NC2(CCCC2)N=C(Nc2ccccc2)N1	0.3	-6	0.33	0.1	-11	-0.6	-4	-12	1
6	CN(Cc1cccc(-n2cccn2)c1)Cc1cn(C)nc1-c1ccccc1F	-0.8	-2	-0.17	1.9	-4	-2.4	-5	23	0
7	O=c1c2ccccc2nc(-c2cccc(Cl)c2)n1O	-0.5	-12	18*	-2.5	-1	0.2	-1	-30	-6
8	COc1ccc(NS(=O)(=O)c2ccc(OC)c3ccccc23)cn1	0.9	-7	-0.0062	-0.7	-14	-0.2	.	23	-1
9	Cc1ccc(N2C(=O)C3C(c4ccccc4)(C2=O)C3(c2ccccc2)c2ccccc2)cc1 (configuration not stated)	-0.8	-8	-1.1	-17	-17	-0.3	10	-46	10
10	CNS(=O)(=O)c1ccc2nc(NC(=O)/C=C/c3ccco3)sc2c1	0.7	-10	0.55	-0.4	-12	76*	-24	-183	2
11	O=c1n(-c2cccc(Cl)c2)c(=O)n2n1CCC2	1.2	-19	0.58	-1.0	-13	-0.1	-6	27	-1[fluorescence artefact?]
12	O=C(CSc1c[nH]c2ccccc12)N1CCOCC1	1.1	1	-1.4	0.2	-16	0.1	-5	10	4[fluorescence artefact?]
13	O=C(CC1Oc2ccc(Cl)cc2NC1=O)NC1CCCCCC1 (configuration not stated)	1.2	-11	-0.41	0.3	-14	4.0	-2	-18	-4[fluorescence artefact?]
14	COc1cc(C)c(S(=O)(=O)N2CCOCC2)c(C)c1C	0.5	-4	1.2	1.0	-14	16	26	-10	5
15	COc1cc(OC)c2c(=O)cc(-c3ccccc3)oc2c1	0.3	-4	-0.74	-6.3	-7	3.0	.	-153	4
16	Cc1nc2ccccn2c1C(=O)NC1CCCc2ccccc21 (configuration not stated)	-0.7	-11	-0.11	-6.5	-4	5.8	-3	-23	-2
17	COc1ccc(S(=O)(=O)N/N=C\c2ccc(OC)c(COc3ccc(C)cc3[N+](=O)[O-])c2)cc1	-0.5	.	-0.74	3.0	-6	0.2	2	-46	5
18	CCOC(=O)CN=C/C(C(=O)Nc1nccs1)=C(/C)O	-1.1	-9	-0.84	-1.5	3	3.0	5	-17	2
19	c1ccc(Cn2nc(-c3ccccc3)nc2-c2ccccc2)cc1	0.1	-2	-0.53	-0.4	10	-0.2	7	29	1
20	CC1N=C(N)C(c2nc3ccccc3n2C)=C1O (configuration not stated)	1.4	-5	-0.0083	0.7	0	0.1	.	15	-1
21	C=CCN1C(=O)N(/C=C/C)c2cccc3cccc1c23	-0.1	-13	7.6*	-2.6	-16	-0.2	8	-8	6
22	Cc1ccc(-n2nnnc2CN2CCCCC2)cc1	0.6	.	-0.0086	-0.4	-10	-0.3	.	-12	2
23	CC1=C(C(=O)Nc2nc3ccccc3s2)C(c2ccco2)C(C#N)=C(SCC(=O)NC2CCCCC2)N1 (configuration not stated)	-1.6	-14	-0.016	1.0	-22	0.2	-5	-208	-4
24	S=c1[nH]nc(-c2ccc3ccccc3n2)o1	0.7	-11	0.35	0.4	-2	-0.1	-9	13	-3
25	COc1cc(/C=C(\C#N)c2nc3ccccc3o2)ccc1O	1.0	-25	i	-1.7	-188	2.4	i	7	6

no.	canonical_smiles	PERK inhibitor	Mdm2 ligase inh	Cl transport mod	TNF necrop inh	EBV gp42 block	zVAD death inh	Rad51 HR inh	m-calpain inh	eIF4E-4G inh
26	COc1ccc(C(CC(=O)c2ccccc2)CC(=O)c2ccccc2)cc1OC	-0.9	-3	0.49	2.7	15	0.7	-1	11	-2
27	CC(C(=O)NCc1ccco1)n1cc(C(=O)c2ccco2)c2ccccc21 (configuration not stated)	-1.9	20	0.19	1.0	-5	0.5	5	35	3[fluorescence artefact?]
28	Cc1ccc(Nc2ncccc2C(=O)NCc2cccs2)c(C)c1	1.1	-8	-0.45	1.3	-3	1.1	2	19	-1
29	O=C(C1=C[C@H](C2CC2)C[C@H](OCc2ccc(CO)cc2)O1)N1CCOCC1	0.6	.	1.6	1.0	-3	-0.7	-8	-8	2
30	CCN1C(=O)C(CC(=O)Nc2ccc(Br)cc2)N(CCCc2ccccc2)C1=S (configuration not stated)	-0.6	-23	-0.71	-2.0	6	0.2	2	46	5
31	Cc1nnc(N(C)C(=O)c2cccnc2)s1	-0.4	-13	0.052	-1.4	-15	0.2	0	-9	0
32	CC1CCc2c(C(=O)OCC(=O)Nc3cccc(S(=O)(=O)N4CCCCCC4)c3)csc2C1 (configuration not stated)	0.8	-4	0.76	1.8	-35	1.1	0	11	11
33	COc1cc2c(c(OC)c1OC)CC(=O)N(C)CC2	1.3	6	.	0.9	-15	0.9	14	-11	2
34	C[C@@H](CO)NC(=O)c1ccc2c3n(nc2c1)-c1ccc(Cl)cc1CO3	.	12	-0.98	-7.4	3	0.6	1	-62	2
35	CC(C)(CNS(C)(=O)=O)SCc1ccc(Cl)cc1	0.4	-13	-0.023	1.2	-5	1.8	0	-1	2
36	CN1C(=O)C2(N=c3ccccc3=N2)c2ccccc21	-0.6	-7	.	1.4	-5	47	5	-128	.
37	O=C1C2CCCN2C(c2cccc(F)c2)N1c1cccc(Cl)c1 (configuration not stated)	0.7	-12	1	0.3	-1	1.3	-3	-9	-1
38	CCCCOC(=O)c1ccc(O)cc1	1.5	.	0.58	0.8	-13	3.1	-4	2	-1
39	O=C(/C=C/c1ccccc1)NCCSc1ccc(Cl)cc1	1.5	-5	0.051	-2.6	6	0.3	-12	-16	7
40	O=C(O)c1cccc2c1C(=O)c1ccccc1-2	0.7	-5	1.4	2.9	-6	0.7	6	-4	1
41	CCOC(=O)C1C(=O)NC(C)C1c1ccccc1 (configuration not stated)	0.8	-15	.	3.5	-17	0.6	-3	0	3
42	Cc1c(N(C)C(=O)c2ccco2)c(=O)n(-c2ccccc2)n1C	1.1	-11	-0.57	-1.5	-2	-0.9	-5	39	8
43	CC(C)[C@H](Nc1ccc(S(=O)(=O)N2CCOCC2)cc1[N+](=O)[O-])C(=O)OCC(N)=O	1.1	-11	0.23	1.2	-6	0.2	7	0	6[fluorescence artefact?]
44	CC1CCCC(NC(=O)CCNS(=O)(=O)c2ccc(Br)cc2)C1C (configuration not stated)	-0.3	-17	-1.8	0.7	-8	77*	-6	-15	1
45	CCCC(=NCc1ccccc1)C1=C(O)C(C(=O)OC)C(C)(C)CC1=O (configuration not stated)	-0.7	-7	-1.2	-1.2	-5	-0.2	12	29	0
46	CC(=O)NC(O)C(=O)c1ccco1 (configuration not stated)	0.8	-12	-0.14	-0.4	-1	-0.3	2	20	-12
47	COc1ccc(-n2c(=S)[nH]c3c(oc4ccccc43)c2=O)cc1	0.7	5	-0.31	-0.2	-21	-0.2	3	15	4
48	Cc1cc(C)c(C)c(Oc2ncnc(N)c2[N+](=O)[O-])c1	0.3	0	-1.4	1.9	-1	0.7	6	-5	18
49	CCCC(=O)N(c1ccc(OC)cc1)C1C=CS(=O)(=O)C1 (configuration not stated)	0.4	6	-0.69	-0.6	-9	0.1	6	-10	3
50	CC(C)CNC(=S)NC1CC2CCCC(C1)N2C1CCCCC1 (configuration not stated)	0.0	-12	1.5	1.3	-12	-0.8	-3	40	-1

# Compounds 47 to 50, reprinted for reference:
no.	canonical_smiles	PERK inhibitor	Mdm2 ligase inh	Cl transport mod	TNF necrop inh	EBV gp42 block	zVAD death inh	Rad51 HR inh	m-calpain inh	eIF4E-4G inh
47	COc1ccc(-n2c(=S)[nH]c3c(oc4ccccc43)c2=O)cc1	0.7	5	-0.31	-0.2	-21	-0.2	3	15	4
48	Cc1cc(C)c(C)c(Oc2ncnc(N)c2[N+](=O)[O-])c1	0.3	0	-1.4	1.9	-1	0.7	6	-5	18
49	CCCC(=O)N(c1ccc(OC)cc1)C1C=CS(=O)(=O)C1 (configuration not stated)	0.4	6	-0.69	-0.6	-9	0.1	6	-10	3
50	CC(C)CNC(=S)NC1CC2CCCC(C1)N2C1CCCCC1 (configuration not stated)	0.0	-12	1.5	1.3	-12	-0.8	-3	40	-1

# (continued)
no.	canonical_smiles	PERK inhibitor	Mdm2 ligase inh	Cl transport mod	TNF necrop inh	EBV gp42 block	zVAD death inh	Rad51 HR inh	m-calpain inh	eIF4E-4G inh
51	Cc1nc2ccccc2c(=O)n1NC(=O)C1CCC(C(C)(C)C)CC1 (configuration not stated)	0.3	-10	0.7	-1.0	-11	1.6	2	30	-4
52	Cc1ccc(S(=O)(=O)NCCC(=O)OCC(=O)Nc2ccccc2Cl)cc1	-0.6	-89	0.033	3.4	5	1.8	-11	19	3
53	O=C(Nn1c(O)c(C=C2N=c3ccccc3=N2)sc1=S)c1ccc(Cl)cc1	0.5	-3	.	-7.7	43	0.1	.	9	-1
54	S=C(NCCc1ccncc1)Nc1cccc2ccccc12	-0.2	-12	-0.29	-2.5	-4	-0.6	.	17	1
55	COc1ccc(OCCn2cc(/C(N)=N/O)c3ccccc32)cc1	0.3	-15	1.1	-0.6	0	0.3	.	-3	1[fluorescence artefact?]
56	CCCn1nnnc1-c1ccc(Cl)cc1	0.8	-16	0.048	-2.3	-28	-0.3	4	16	-4
57	COC(=O)/C(=N/Nc1ccccc1Cl)Sc1nnc(C(O)c2ccccc2)n1-c1ccccc1 (configuration not stated)	0.6	-5	0.49	1.8	2	0.7	9	2	3
58	COC(=O)c1cc(NC(=S)NCc2ccc(Cl)cc2)cc(C(=O)OC)c1	1.4	-10	0.59	-0.9	-1	2.5	-11	36	1
59	NS(=O)(=O)c1ccc(NC(=O)COC(=O)c2cccc(S(=O)(=O)N3CCCC3)c2)cc1	1.4	.	0.36	-0.1	-26	0.0	3	-16	-12
60	Fc1cc(NC(=S)NCc2ccc(CNC(=S)Nc3ccc(Cl)c(F)c3)cc2)ccc1Cl	0.8	.	1.4	0.3	-10	-0.1	5	-27	-7
61	COCCNC(=O)CN(C(=O)Cn1nnc2ccccc21)c1ccccc1	1.1	-25	0.72	1.4	-11	-0.5	-4	-13	7
